SR-BI DiI inh: blocks mouse SR-BI lipid uptake from DiI-HDL; AID 488896; ldlA[mSR-BI] CHO cells, DiI-HDL uptake fluorescence, 3 h; inhibition, % at 12.5 µM; 320,000 compounds, 0.96% hits;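 active = mean replicate inhibition of at least 70% and a set share of replicates each scoring 70 or more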;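 note: 0% = median of neutral control wells and 100% = median of positive control wells; values of inactives mirror those of a sister screen read the other way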
Target sequence (Q61009 whole entry, looked up): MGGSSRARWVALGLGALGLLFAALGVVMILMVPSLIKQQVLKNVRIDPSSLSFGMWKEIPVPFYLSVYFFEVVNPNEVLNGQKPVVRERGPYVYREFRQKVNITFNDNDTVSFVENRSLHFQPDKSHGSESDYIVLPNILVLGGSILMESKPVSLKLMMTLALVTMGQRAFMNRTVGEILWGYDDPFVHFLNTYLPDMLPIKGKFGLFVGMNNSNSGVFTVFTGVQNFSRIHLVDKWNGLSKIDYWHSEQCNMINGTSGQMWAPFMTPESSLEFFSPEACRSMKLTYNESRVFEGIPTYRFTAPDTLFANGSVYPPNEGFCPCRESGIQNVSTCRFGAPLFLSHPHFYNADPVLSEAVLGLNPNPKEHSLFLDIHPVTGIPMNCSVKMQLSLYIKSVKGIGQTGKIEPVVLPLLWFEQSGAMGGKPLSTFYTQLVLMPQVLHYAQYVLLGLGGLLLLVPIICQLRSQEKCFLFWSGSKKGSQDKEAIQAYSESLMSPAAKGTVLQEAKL
Keap1 Nrf2 FP: disrupts human Keap1 binding to Nrf2 peptide | Keap1 Kelch-Nrf2 peptide fluorescence polarization, 1536-well | inhibition, % at 9.4 µM | 340,000 compounds, 0.15% hits | AID 504523; in the data active = inhibition above about 12%;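 note: human Keap1 Kelch domain with fluorescein labeled Nrf2 9mer peptide probe; 0% = neutral control wells and 100% = peptide positive control; higher means more block of Keap1 binding to Nrf2 peptide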
Target sequence (Q14145 whole entry, looked up, the tested form may be a part): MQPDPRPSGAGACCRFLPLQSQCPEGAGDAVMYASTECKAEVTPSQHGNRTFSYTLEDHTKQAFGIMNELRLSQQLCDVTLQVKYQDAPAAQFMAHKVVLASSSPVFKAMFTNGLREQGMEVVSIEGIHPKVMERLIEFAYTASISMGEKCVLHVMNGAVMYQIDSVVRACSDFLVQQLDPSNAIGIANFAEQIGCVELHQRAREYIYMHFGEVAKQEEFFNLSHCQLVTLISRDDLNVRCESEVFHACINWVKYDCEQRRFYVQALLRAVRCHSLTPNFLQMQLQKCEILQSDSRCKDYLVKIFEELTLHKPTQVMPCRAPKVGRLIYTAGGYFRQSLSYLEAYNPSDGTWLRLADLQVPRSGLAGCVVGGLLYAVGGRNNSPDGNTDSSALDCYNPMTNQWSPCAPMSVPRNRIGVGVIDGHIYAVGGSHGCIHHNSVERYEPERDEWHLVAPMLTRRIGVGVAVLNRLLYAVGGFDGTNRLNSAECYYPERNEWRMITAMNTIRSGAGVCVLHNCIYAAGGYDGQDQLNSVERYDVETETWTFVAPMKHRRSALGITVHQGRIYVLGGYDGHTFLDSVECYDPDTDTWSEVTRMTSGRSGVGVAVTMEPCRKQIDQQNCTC
C-LANA FP: KSHV C-LANA DNA binding inhibition; MBP-C-LANA/FAM-LBS DNA binding, fluorescence polarization; inhibition, % at 9 µM; 340,000 compounds, 0.078% hits; AID 504423;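 active = highest replicate inhibition at or above 60% at 9 µM, even if other replicates fall short; inactive = all replicates below 60% inhibition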;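 note: 0% = neutral control wells and 100% = 4 µM acridine orange control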
PvdQ inh: blocks Pseudomonas aeruginosa PvdQ acylase activity | purified PvdQ acylase, fluorescence plate reader | inhibition, % at 10 µM | 340,000 compounds, 0.063% hits | AID 488965; in the data active = inhibition above about 30%, passing the limit was not always enough;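 note: 0% = vehicle neutral wells and 100% = reference inhibitor wells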
Arrestin-AP2 inh: blocks beta-arrestin peptide binding to AP2 adaptin; FITC-arrestin peptide / GST-AP2 beads, flow cytometry; AP2 beta2 appendage carries R879A mutation; inhibition, % at 10 µM; 340,000 compounds, 0.31% hits; AID 504490;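 active = inhibition above a set limit, near 3 SD of compounds lacking own fluorescence, cut at about 54% in these data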;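 note: plate controls were DMSO wells for no effect and 5 µM unlabelled arrestin peptide for full effect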
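Measured by: flow cytometry, FL1 (488/535 nm); Material: AP2 appendage R879A on GSH beads; Evaluation: percent response; Timing: pre-incubation 12 min, peptide binding 1 h, room temperature; Also added: 50 nM FITC-arrestin peptide; Medium: PBS with 0.05% Tween 20 and 0.1% BSA.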
RTF Ca sens inh: cardiac RTF calcium desensitization; IANBD-labeled cardiac RTF, Ca2+ fluorescence; P19429+P45379; 340,000 compounds, 0.12% hits; AID 493244; inhibition, % at 7.15 µM;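 active = inhibition above the mean inhibition of all tested compounds plus 3 SD, cut at about 17% in these data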;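 note: assay run at fixed EC70 calcium of 1.6 mM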
SR-BI uptake up: activators of SR-BI mediated HDL lipid uptake | 320,000 compounds, 0.096% hits | activation, % at 12.5 µM | AID 504775 | CHO ldlA[mSR-BI] cells, DiI-HDL uptake fluorescence, 3 h; 100 = double the neutral-control signal;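 active = mean replicate activation of at least 60% and every replicate at or above 60%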;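 note: 0% = median plate neutral-control signal and 100% = twice that signal; values of inactives mirror those of a sister screen read the other way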
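Test system: SR-BI-overexpressing, LDLR-lacking CHO cells; Also added: labelled HDL, 10 µg/mL; Measured by: bottom-read cell fluorescence after medium removal, ex 550/em 595 nm; Timing: 3 h uptake period with compound, 37 °C; Buffer or medium: F12, 0.5% BSA, 25 mM HEPES; Doses: single compound concentration, delivered by pin transfer.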
NSD2 HMT inh: blocks human histone methyltransferase NSD2; O96028; NSD2 peptide methylation, AlphaScreen, 120 min; inhibition, % at 12.5 µM; 310,000 compounds, 0.54% hits; AID 743445; in the data active = inhibition above about 50%
PKA-R2B activ: PKA-R2B complex activation; PKA-R2B holoenzyme dissociation, Cy5-IP20 fluorescence polarization; R2B truncated from residue 108, S112A mutant; 0% DMSO only, 100% 113 µM cGMP; activation, % at 11.4 µM; 340,000 compounds, 0.079% hits; P22694+P31323;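 active = activation above a cutoff set at the mean over all compounds plus 3 SD, cut at about 18% in these data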;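 note: higher means more holoenzyme dissociation and a rise in polarization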
DAGLB inh: diacylglycerol lipase beta (human) inhibition | Q8NCG7 | HEK293T DAGLB membrane lysate, EnzChek fluorogenic substrate | inhibition, % at 5.17 µM | 340,000 compounds, 0.059% hits | AID 504411; in the data active = inhibition above about 34%;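 note: 0% = enzyme with vehicle and 100% = wells lacking enzyme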
An asterisk follows results filed as active; / = no result given.

SMILES | SR-BI DiI inh | Keap1 Nrf2 FP | C-LANA FP | PvdQ inh | Arrestin-AP2 inh | RTF Ca sens inh | SR-BI uptake up | NSD2 HMT inh | PKA-R2B activ | DAGLB inh
COC(=O)C(Cc1ccccc1)NC(=O)CCCC(=O)NCc1cccc(OC)c1 (centres undefined) | 8 | -9 | 0.7 | -10 | 5 | 2 | -8 | -1 | -4 | -1
COc1ccc(-n2c(COc3ccc4c(c3)OCO4)nnc2SCC(=O)O)cc1 | -23 | -1 | -1.3 | -9 | 5 | 4 | 23 | -3 | -3 | 0
N#Cc1cnn(-c2ncnc3sc4c(c23)CCCC4)c1N | -9 | 2 | -1.1 | 15 | 2 | -4 | 9 | 1 | 0 | 0
COc1cc(Br)c(C(=O)c2nccc3cc(OC)c(OC)cc23)cc1OC | 15 | -6 | 0.4 | -12 | 11 | -1 | -15 | 99* | -4 | -9
O=C(Nc1ccc(C(=O)O)cc1)/C(=C\c1cccc([N+](=O)[O-])c1)NC(=O)c1ccc(Br)o1 | -14 | -8 | 1.1 | -16 | 0 | -3 | 14 | 1 | -11 | 2
CCOC1(c2ccccc2)CC1C(=O)N/N=C/c1cccc([N+](=O)[O-])c1 (centres undefined) | / | 0 | 0.0 | -15 | -5 | -3 | / | 2 | 3 | 0
O=C(c1ccc(Br)c(S(=O)(=O)N2CCCCC2)c1)N1CCCCC1 | 5 | 6 | -1.1 | -3 | -7 | 3 | -5 | 1 | -7 | -1
O=C(CCCCl)Oc1ccc2cc(-c3ccc4ccccc4n3)c(=O)oc2c1 | -23 | 1 | 1.0 | -9 | 3 | -15 | 23 | / | 8 | -6
Cc1cccc(N2CCN(C(=O)CC(NC(=O)c3ccccc3)c3ccccc3)CC2C)c1 (centres undefined) | / | -5 | -0.6 | -9 | 11 | -1 | / | 2 | -2 | -4
Cc1cccc(C(=O)Nc2cc(C)ccc2NC(=O)COc2ccccc2)c1 | 12 | 0 | -1.2 | 3 | 6 | 5 | -12 | 0 | 3 | -2
CN(C)S(=O)(=O)c1ccc(Cl)c(NC(=O)CN2CCCC2)c1 | / | -1 | 0.2 | 4 | 5 | -10 | / | -6 | -2 | -2
Cc1cc2c(c(=O)n1Cc1ccco1)C(c1ccccc1)C(C#N)=C(N)O2 (centres undefined) | -21 | -7 | -0.3 | -20 | 3 | -7 | 21 | -3 | -8 | -2
CCOC(=O)c1ccc(NC(=O)N2CCc3ccccc3C2)cc1 | 23 | 1 | -0.3 | 5 | 26 | -5 | -23 | / | -6 | -6
CC(=O)c1cc2c(cc1NC(=O)CN1CCOCC1)OCO2 | -12 | 0 | 1.6 | -10 | 0 | -10 | 12 | -4 | -16 | -1
O=C(c1ccc([N+](=O)[O-])cc1)N(Cc1ccccc1)c1ccccn1 | -6 | -1 | -0.8 | -15 | -7 | 1 | 6 | / | 1 | -2
Cc1sc2c(c1C)CN(C(C)(C)C)CN2C(=O)c1ccccc1 | 11 | -6 | 0.3 | -12 | -1 | -9 | -11 | 0 | -8 | -7
O=C(Nc1nccs1)C1CC(=O)N(c2ccccc2Cl)C1 (centres undefined) | -14 | 5 | -0.8 | 6 | -8 | -2 | 14 | -3 | -2 | -2
O=C(CCc1nnc(CCCCc2ccccc2)o1)N1CCCC(O)C1 (centres undefined) | / | 1 | 3.3 | -5 | -9 | -8 | / | -4 | -2 | -2
O=c1nc(-c2ccccc2)cc(C(F)(F)F)[nH]1 | -25 | -4 | -1.0 | -10 | 3 | -3 | 25 | -1 | 4 | 3
CCCn1nc(C(=O)Nc2ccc3nc(C)sc3c2)c2ccccc2c1=O | 8 | 4 | -0.5 | -10 | 8 | -8 | -8 | -1 | -1 | -4
C=CCSCC1Nc2cc(Cl)c(S(N)(=O)=O)cc2S(=O)(=O)N1 (centres undefined) | 2 | -5 | -1.8 | -7 | 5 | -9 | -2 | / | 2 | 1
O=C(N/C(=C\c1ccc(F)cc1)C(=O)N1CCOCC1)c1ccccc1 | -19 | 2 | -0.6 | 5 | 24 | -5 | 19 | 3 | -15 | -4
COc1ccc(NC(=S)NNC(=O)c2ccco2)c(OC)c1 | -30 | 2 | -0.1 | -3 | -4 | -8 | / | 0 | -2 | -1
Cc1ccc(S(=O)(=O)NCc2ccc3c(c2)OCO3)cc1C | -4 | 4 | -0.6 | 36* | -1 | 3 | 4 | -2 | 4 | -4
CCCCCCCCS(=O)c1sc2nc3c(cc2c1N)CCCC3 (centres undefined) | -15 | -3 | 0.6 | 4 | 15 | -4 | 15 | / | 4 | -3

Following part
SMILES | SR-BI DiI inh | Keap1 Nrf2 FP | C-LANA FP | PvdQ inh | Arrestin-AP2 inh | RTF Ca sens inh | SR-BI uptake up | NSD2 HMT inh | PKA-R2B activ | DAGLB inh
C(=N\n1cnnc1)/c1ccccn1 | -23 | 3 | 0.3 | -10 | -2 | -13 | 23 | -1 | -6 | 3
O=C(CN(Cc1ccccc1F)S(=O)(=O)c1ccc(Cl)cc1)NCCCO | -11 | 2 | -2.2 | -1 | 13 | -5 | 11 | / | 2 | 2
CC(C)=CCCC(C)CN1CCC(n2nccc2NC(=O)c2ccccc2)CC1 (centres undefined) | -7 | -2 | -1.2 | -8 | -6 | -9 | 7 | 9 | -7 | -1
COc1ccccc1N1CCN(CCCCOc2ccc(F)cc2)CC1 | 19 | -3 | -0.3 | -8 | -11 | -7 | -19 | / | 8 | -7
O=C(CSc1nc2ccccc2n1Cc1ccccc1)N/N=C/c1ccco1 | -2 | 1 | 0.2 | 4 | 3 | -2 | 2 | 4 | -5 | -5
O=c1onc(-c2ccc(Cl)cc2)n1Cc1ccc(F)cc1 | -28 | -1 | 2.4 | -5 | -2 | 7 | 28 | -5 | -11 | -3
CC1Cc2ccccc2N1C(=O)Cn1cnc2ccccc2c1=O (centres undefined) | -1 | 0 | -1.5 | 6 | 14 | -11 | 1 | -5 | -4 | -2
CC(C)c1ccc(NC2CCCN(C(=O)c3ccncc3)C2)cc1 (centres undefined) | -3 | 4 | 0.0 | -3 | -11 | -2 | 3 | 0 | -3 | -1
CCc1ccc(NC(=S)N2CCCC2)cc1 | -14 | -3 | -0.4 | -6 | -2 | 0 | 14 | 6 | 5 | -2
Cc1ccc(NC(=O)c2c(C)nc3sc(C(=O)NC4CCCC4)c(N)c3c2-c2ccco2)c(C)c1 | 14 | -5 | -0.5 | -12 | -5 | -1 | -14 | -1 | 3 | 1
CCCc1cc(=O)oc2cc(OCC(=O)N3CCOCC3)c(Cl)cc12 | -6 | 0 | 6.6 | 3 | 11 | -9 | 6 | -1 | 2 | -5
CC1CC(C)CN(CC(C)(C)NS(=O)(=O)c2ccccc2)C1 (centres undefined) | -7 | -1 | -1.5 | 4 | 15 | 1 | 7 | 1 | -10 | 3
CCN1CCN(CCCNc2ncnc3nc[nH]c23)CC1 | 9 | -1 | 1.6 | -2 | 4 | -6 | -9 | / | -16 | 0
CCOC(=O)c1c(C)[nH]c(C)c1S(=O)(=O)N(C)Cc1ccco1 | 3 | 3 | 1.6 | 0 | 6 | -8 | -3 | / | -2 | 1
Cn1c(SCc2nc3ccccc3[nH]2)nnc1-c1cccs1 | -11 | 1 | 0.3 | 1 | -1 | 4 | 11 | 0 | 10 | 3
c1ccc(CC2CCN(Cc3ccccn3)CC2)cc1 | -6 | -5 | 0.3 | -10 | 15 | -17 | 6 | -1 | -10 | -5
Clc1cccc(Oc2ncc(CN3CCOCC3)s2)c1 | -20 | 2 | -1.3 | -12 | 4 | -6 | 20 | 1 | 5 | -2
COc1cccc(NC(=O)C2CCN(C(=O)[C@@H]3Cc4ccccc4CN3)CC2)c1 | 15 | 1 | -2.3 | -13 | 6 | -4 | -15 | -1 | -4 | 3
C1CCC2(CC1)OCC1(CO2)COC2(CCCCC2)OC1 | -26 | -5 | -0.5 | 8 | -3 | -2 | 26 | -2 | -5 | -1
CCn1ccnc1CN(C)Cc1c(C(=O)N2CCCCCCC2)nc2ccc(Cl)cn12 | -13 | -5 | 0.2 | -14 | 1 | -2 | 13 | 6 | -8 | -1
CCS(=O)(=O)c1nc(S(=O)(=O)c2ccc(Cl)cc2)c(NCc2ccco2)s1 | 8 | -4 | 2.3 | -10 | 5 | -5 | -8 | 4 | -8 | 1
COc1ccc2occ(C(=O)c3ccc(N)cc3)c2c1 | 7 | 1 | 2.1 | -7 | -6 | -10 | -7 | 1 | -3 | -1
O=C(Cn1ncc(Cl)c(Cl)c1=O)NCC1CCCCC1 | -20 | -4 | -2.0 | -17 | 6 | 3 | 20 | 0 | -17 | 1
CC1CCCC(C)N1C(=O)CSc1nc(N)c(-c2ccccc2)c(=O)[nH]1 (centres undefined) | -27 | -2 | -1.7 | -9 | 3 | -3 | 27 | 1 | -7 | -1
C/C(=N\OCC(=O)Nc1ccccc1C(=O)O)c1cccs1 | / | 0 | -0.6 | -15 | 1 | -1 | / | -5 | -4 | 2

Only RTF Ca sens inh and SR-BI uptake up, for some of the entries so far:
SMILES	RTF Ca sens inh	SR-BI uptake up
CCn1ccnc1CN(C)Cc1c(C(=O)N2CCCCCCC2)nc2ccc(Cl)cn12	-2	13
CCc1ccc(NC(=S)N2CCCC2)cc1	0	14

Next section:
SMILES | SR-BI DiI inh | Keap1 Nrf2 FP | C-LANA FP | PvdQ inh | Arrestin-AP2 inh | RTF Ca sens inh | SR-BI uptake up | NSD2 HMT inh | PKA-R2B activ | DAGLB inh
O=C(CCSc1ccccc1Cl)NNC(=O)c1ccncc1 | 6 | 6 | 1.2 | -11 | -14 | -20 | -6 | -1 | 8 | 2
CC(=O)c1cn(CC(=O)Nc2cccc(C)c2C)c2ccccc12 | -4 | 0 | -0.5 | -6 | -5 | -5 | 4 | -6 | -8 | -1
O=C(Nc1ccc(N2CCOCC2)cc1)c1ccc(S(=O)(=O)N2CCCCC2)cc1 | 35 | -1 | -0.8 | -12 | -6 | -9 | -35 | 0 | -6 | 2
COc1ccccc1NS(=O)(=O)c1cc2c3c(c1)CC(=O)N3CCC2 | -13 | 3 | 0.1 | -8 | -4 | 0 | 13 | -1 | -12 | -1
Cc1cc(CSc2nc(C)cc(=O)[nH]2)c2ncccc2c1 | -11 | -1 | -1.4 | 2 | 30 | 10 | 11 | 1 | -6 | -1
CCC(=O)c1ccc(OCC(=O)OCC(=O)N(C)CC(=O)Nc2ccc(F)cc2)cc1 | -50 | -1 | -0.4 | 0 | 12 | -2 | 50 | -1 | 2 | -3
Cc1ccc(C)c(NC(=O)C2CCCN2C(=O)NC2CCCCC2)c1 (centres undefined) | -2 | -3 | 1.1 | -30 | -23 | -7 | 2 | 2 | 7 | 1
O=C(N/N=C/c1cc([N+](=O)[O-])ccc1O)c1ccc(COc2ccc3c(c2)CCC3)o1 | 136* | 1 | 1.3 | -3 | 4 | 1 | -136 | -6 | -5 | 2
COc1ccc(OC)c(NC(=O)Nc2c(O)ccc3ccccc23)c1 | 22 | -7 | 0.8 | -9 | 1 | 2 | -22 | 5 | -8 | -19

Assay outcomes as filed in PubChem.
